Screens deposited in PubChem BioAssay by several laboratories.
Ba/F3 V617F tox – reduce viability of Ba/F3 cells dependent on JAK2V617F; Ba/F3 EpoR-JAK2V617F viability, ATP luminescence; inhibition, % at 5.6 µM; actives 1.1% (n = 220,000); AID 1446;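 active = inhibition above the campaign mean plus 3 SD over all tested compounds, cut at about 24% in these data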;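 also: cytokine-independent growth of Ba/F3 cells driven by EpoR plus mutant JAK2; 0% = DMSO-treated cells and 100% = JAK inhibitor I control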
RBBP9 inh – inhibitors of human serine hydrolase RBBP9. O75884. recombinant RBBP9, FP-Rh probe fluorescence polarization. inhibition, % at 7.94 µM. AID 1515. actives 0.2% (n = 220,000);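 active = inhibition above the campaign mean of all tested compounds plus 3 SD, cut at about 14% in these data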;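 also: plate controls were DMSO wells with RBBP9 for no effect and wells lacking RBBP9 protein for full effect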
Target sequence (O75884 whole entry, looked up): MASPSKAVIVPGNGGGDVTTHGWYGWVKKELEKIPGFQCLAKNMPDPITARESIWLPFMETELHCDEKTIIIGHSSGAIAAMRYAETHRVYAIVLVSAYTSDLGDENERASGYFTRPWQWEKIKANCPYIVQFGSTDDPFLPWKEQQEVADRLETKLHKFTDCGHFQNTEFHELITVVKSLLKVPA
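Controls: DMSO-treated enzyme wells and wells lacking RBBP9 | Material: RBBP9 protein | Technique: Fluorescence polarization | Replication: Single well per compound, no replicates | Buffer or medium: Tris-NaCl-Pluronic buffer, pH 8.0 | Timing: 30 min compound preincubation, 45 min probe labeling, 25 °C | Read-out basis: Percent inhibition from mP, scaled between DMSO and no-protein wells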
Wee1 degr inh – human Wee1 degradation inhibition, primary screen; P30291; HeLa Luc-Wee1K328M stability, luciferase luminescence; 100% = proteasome inhibitor MG132 effect; reporter increase, % at 5 µM; actives 1.2% (n = 220,000); AID 1321;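 active = activation above the mean of all tested compounds plus 3 SD, set per screening run, cut at about 8.8% in these data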;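 also: cells exposed to compound for 20 h before luminescence read; 0% = DMSO alone and 100% = MG132 at 30 µM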
PPC-1+TRAIL kill – kills PPC-1 cancer cells in the presence of TRAIL; actives 0.41% (n = 220,000); PPC-1 cells + TRAIL, ATPLite viability luminescence; AID 1443; cell killing (% activity), % at 4 µM;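 active = cell killing above 50% in the first pass at 4 µM, then a duplicate retest at 5 µM averaging 50% or more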;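 also: plate controls were cells with TRAIL plus DMSO for no effect and medium-only wells lacking cells for full effect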
TRPN1 ag – agonists of zebrafish TRPN1 channel | HEK293 zebrafish TRPN1-YFP, Fluo-8 calcium fluorescence; 100% = response to 87 µM carbachol | activation, % at 3 µM | actives 0.18% (n = 220,000) | AID 1424;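 active = activation above its plate's cutoff, the mean activation of test wells on that plate plus 3 SD, cut at about 19% in these data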;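 also: 0% = DMSO alone and 100% = 87 µM carbachol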
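Material: zebrafish TRPN1-YFP in HEK293 cells. Doses: one dose of 3 µM, 0.3% DMSO. Incubation: dye 1 h 37 °C plus 30 min RT. Measured by: intracellular calcium fluorescence with Fluo-8.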
BaF3 parental – counter-screen for JAK2V617F inhibitors: parental Ba/F3 viability inhibitors. actives 1.1% (n = 220,000). CellTiter-Glo ATP luminescence. inhibition, % at 5.6 µM. AID 1486;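 active = inhibition above a per-campaign cutoff, the mean inhibition of all tested compounds plus 3 SD, cut at about 27% in these data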;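 also: 0% = DMSO wells and 100% = JAK Inhibitor I control wells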
TRPML3 ag – human mucolipin-3 channel agonism. HEK293 TRPML3-YFP, Fluo-8 calcium fluorescence; 100% = the carbachol control signal. Q8TDD5. actives 0.29% (n = 220,000). AID 1448. activation, % at 3 µM;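 active = activation above its plate's cutoff, the mean activation of the plate's test wells plus 3 SD, cut at about 12% in these data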;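 also: 0% = DMSO only wells and 100% = carbachol wells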
Target sequence (Q8TDD5 whole entry, looked up): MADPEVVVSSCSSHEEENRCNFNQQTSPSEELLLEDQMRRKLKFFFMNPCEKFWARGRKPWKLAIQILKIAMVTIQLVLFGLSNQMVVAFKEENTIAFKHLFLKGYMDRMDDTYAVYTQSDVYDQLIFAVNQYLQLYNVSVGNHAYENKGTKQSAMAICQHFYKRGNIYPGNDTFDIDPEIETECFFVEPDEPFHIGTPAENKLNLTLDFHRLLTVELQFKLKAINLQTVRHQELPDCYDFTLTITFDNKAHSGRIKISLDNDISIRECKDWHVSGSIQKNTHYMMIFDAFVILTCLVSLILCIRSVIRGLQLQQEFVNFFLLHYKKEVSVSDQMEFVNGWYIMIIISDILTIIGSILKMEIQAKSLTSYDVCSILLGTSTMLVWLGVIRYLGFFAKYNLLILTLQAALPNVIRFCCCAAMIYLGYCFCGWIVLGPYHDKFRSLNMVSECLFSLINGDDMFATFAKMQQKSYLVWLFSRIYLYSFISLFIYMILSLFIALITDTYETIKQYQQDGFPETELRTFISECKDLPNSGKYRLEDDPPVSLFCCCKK
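Material: HEK293 cells stably carrying human TRPML3-YFP; compound dosing: single dose, 3 µM final nominal compound, 0.3% DMSO final; incubation: 1-h 37 °C dye load, 5-s basal, 120-s post-compound reads; technique: Fluo-8 intracellular calcium fluorescence, excitation 470-495 nm, emission 515-575 nm; read-out basis: percent activation from peak-to-basal fluorescence ratio, scaled between DMSO and carbachol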
CHOP inh – CHOP inhibition in unfolded protein response; actives 3.8% (n = 220,000); inhibition, % at 10 µM; CHO-K1 CHOP-promoter luciferase, tunicamycin-induced, 15-18 h; AID 2732;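 active = compounds that reduced the stress-induced luciferase reporter signal by more than about 70% of percent inhibition, limit read from the data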;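 also: 0% = tunicamycin plus vehicle and 100% = wells without tunicamycin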
TNF necrop inh – blocks TNF-alpha induced death of Jurkat FADD-/- cells; actives 0.068% (n = 220,000); Jurkat FADD-/- TNF necroptosis rescue, ATP luminescence, 24 h; 0 = TNF only, 100 = no-TNF cells; activation (protection from cell death), % at 10 µM;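 active = activation, meaning protection from cell death, of at least 50% relative to plate controls; inactive = activation below 50%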;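 also: necroptosis triggered by 40 ng/mL TNF-alpha added together with compound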
Active calls of the source: *. This is a random part of the collection; about 6.8% have a hit in one of these screens.

Values run as follows: Ba/F3 V617F tox, RBBP9 inh, Wee1 degr inh, PPC-1+TRAIL kill, TRPN1 ag, BaF3 parental, TRPML3 ag, CHOP inh, TNF necrop inh
> O=C(N/N=C/c1ccc(-c2ccc([N+](=O)[O-])cc2)o1)C(O)c1ccccc1 (stereo not given)
    0, -10, -3, 8, -0.5, 8, 1.1, 26, 1.7
> COc1cc(CCC(=O)OCC(=O)Nc2c(C)cc(C)cc2C)cc(OC)c1OC
    -2, 1, -1, 14, -2.1, 3, -0.3, 31, 1.4
> O=C(Nc1ccc2c(c1)OCO2)N1CCN(C(=O)C2CCCO2)CC1 (stereo not given)
    1, -2, -1, 17, 1.3, 5, 0.2, 29, -2.2
> CC(C(=O)c1c[nH]c(C(N)=O)c1)c1ncc(C(F)(F)F)cc1Cl (stereo not given)
    -5, -4, 2, 10, -2.8, 1, 0.7, -6, 0.6
> CCOC(=O)N1CCC(n2c(SCC(=O)N3CCCC3)nc3ccccc3c2=O)CC1
    -2, -5, 2, 12, -0.3, 0, 0.1, -11, -4.9
> Cc1nn(C)cc1CNC(=O)/C=C/c1cnn(C)c1
    -2, 1, 2, -9, -1.4, 1, 1.1, 32, 0.7
> CCOC(=O)C1CCN(Cc2nc(-c3ccc(OC)c(OC)c3)no2)CC1
    0, -2, -2, 4, 0.4, -1, 0.4, 0, -0.1
> CCOC(=O)Cn1nnnc1C(C(C)C)N(Cc1cccs1)Cc1cc2cc(C)ccc2[nH]c1=O (stereo not given)
    2, -1, 0, -3, -0.5, 9, 0.5, 43, -1.2
> Cc1ccc(C2(C)NC(=O)N(CC(=O)Nc3cc(S(=O)(=O)N4CCOCC4)ccc3C)C2=O)cc1 (stereo not given)
    1, -9, 4, 7, 0.6, 4, 0.3, -18, -2.0
> CN(C)S(=O)(=O)N1CCN(S(=O)(=O)N2CCOCC2)CC1
    0, 4, 0, 7, -0.2, 6, 0.6, 8, 1.0
> COC(=O)c1cc(OC)c(OC)cc1NC(=S)Nc1cccc(Cl)c1
    -2, -2, -1, 14, 0.8, 9, 1.1, 20, -3.0
> O=C(/C=C/c1ccc(Cl)c(Cl)c1)NCc1ccco1
    2, -9, -1, 9, -1.8, 8, -0.4, 3, 1.4
> COc1ccc(N2CC(O)=C(c3nc4ccccc4s3)C2=N)c(OC)c1
    -2, 0, 0, -5, 1.4, -1, 0.6, 23, 1.6
> Cn1c(C(=O)N2CCCC(C(=O)N3CCN(C(=O)c4ccco4)CC3)C2)cc2sccc21 (stereo not given)
    -3, -5, -3, 6, 1.6, 3, 0.6, 14, -1.3
> COc1ccc(NC(=O)/C(C#N)=C/c2c(C)nn(-c3ccc(F)cc3)c2Cl)cc1Cl
    -1, -3, -2, 5, 0.3, 4, 0.4, 11, 1.1
> O=[N+]([O-])c1cnccc1Nc1ccc(F)cc1
    -2, -1, 0, -1, 0.6, 6, 0.0, 27, -2.0
> COc1cc(NC(=O)c2cccc([N+](=O)[O-])c2C)ccc1NC(=O)c1ccco1
    1, 2, 1, 16, 2.2, 10, 1.0, -43, 3.3
> Cc1cc(C)nc(NC(=O)CSc2nn(-c3ccccc3)c(=S)s2)n1
    -4, -4, -1, 9, 1.0, -1, 0.3, 5, 1.1
> COc1ccc(-n2c(=O)c3ccccc3n(CC(=O)NC3CCCCC3)c2=O)c(OC)c1
    2, -11, -1, 0, 0.6, 4, -0.2, 31, -4.1
> Cc1cc(C(=O)Cn2nc(C(=O)O)c3ccccc3c2=O)c(C)n1CCc1ccc(Cl)cc1
    0, -8, 0, 29, 0.0, -1, 0.4, 26, -3.5
> CCOc1ccc2ccccc2c1/C=N/NC(=O)CC1(C)OCCCO1
    -3, 4, -2, 4, -2.6, 8, -0.8, 47, 1.6
> O=C(NCCCCC(NC(=O)C1CCCCC1)C(=O)O)c1ccccc1 (stereo not given)
    -4, 9, -2, 15, -0.9, 3, -0.2, 2, -1.2
> CCOC(=O)C1(Cc2ccccc2)CCN(Cc2cnc(N3CCOCC3)s2)CC1
    -1, -8, -1, 0, 4.0, -2, 0.4, 9, 0.6
> Cc1ccc(-n2nc(C(=O)O)cc2-c2ccc(Cl)cc2)cc1
    4, -11, -2, 11, -0.5, 4, 0.0, -9, 0.0
> Cc1ccccc1NC(=O)C(C)c1ccc(-c2ccccc2)c(F)c1 (stereo not given)
    -5, -1, 1, 3, -0.1, 0, -0.2, 70*, 4.5
> O=C(NCC1CCCO1)c1c(O)c2cccc3c2n(c1=O)CC3 (stereo not given)
    5, -10, 1, 12, 1.0, 0, 0.9, -35, 0.0
> COc1cc(S(=O)(=O)N(Cc2ccco2)C2CCCC2)ccc1-n1cnnn1
    4, -8, 1, 12, -1.5, 7, -0.5, 2, -1.5
> CC1(C)OC(=O)N(c2ccccc2)C12C=Cc1cc(Br)ccc1O2 (stereo not given)
    -3, -8, -2, 15, -1.8, 1, -0.2, 49, 0.9
> COc1cccc(/C=N/NC(=O)c2cccc([N+](=O)[O-])c2)c1OS(=O)(=O)c1ccc(C)cc1
    -1, -7, -3, -1, 0.3, 3, 0.4, 1, -11
> CCN(CC)CCNC(=O)CCCNC(=O)Cn1cnc2sc(C)c(C)c2c1=O
    -2, 1, -1, 27, -0.2, 2, -0.4, 21, -0.6
> CCOC(=O)Nc1n[nH]c(NC(=O)OCC)c1[N+](=O)[O-]
    3, -6, 8, 12, 1.3, 9, 0.8, 25, 0.2
> COC(=O)c1ccc(C(=O)OC)c(NC(=O)CN2CCC(C)CC2)c1
    2, 2, 0, -6, -0.8, 5, 0.7, 58, 0.5
> O=C(O)C12CC3CC(C1)CC(n1ncc(NCc4ccco4)c(Cl)c1=O)(C3)C2
    2, -1, 10*, 15, -0.5, 4, 0.7, 13, -1.1
> Cn1nc(C2CC2)cc1NC(=O)CC(CC(=O)O)c1ccccc1 (stereo not given)
    -2, 0, -2, 17, 2.3, 0, 2.2, 50, -0.8
> CCOC(=O)C1=C(C)NC(=O)NC1c1ccc(F)cc1 (stereo not given)
    0, -1, 2, -3, 0.2, 1, -0.7, 18, -3.2
> COc1cc(C=O)c(Br)cc1OCc1ccc(C)cc1
    -5, 4, 2, 4, -0.5, 2, -1.2, 19, -5.2
> CC(OC(=O)CCCOc1ccccc1)C(=O)NC(N)=O (stereo not given)
    -3, 7, -2, 26, -0.5, 1, 0.8, 11, 0.1
> CCC(C(=O)OCC(=O)Nc1c(Cl)cc(Cl)cc1Cl)c1ccccc1 (stereo not given)
    0, -10, -1, 7, -2.4, 4, -0.3, 48, 1.6
> COc1cccc(CNC(=O)CN(C)S(=O)(=O)c2cnc[nH]2)c1
    -2, -2, -2, 1, 2.4, 5, 0.9, -11, -1.9
> CCCC(=O)Nc1cccc(NC(=O)c2ccc3c(c2)OCCO3)c1
    2, -5, 3, 22, 0.2, 1, 0.1, -13, -4.6
> Cc1ccccc1NC(=S)NC(=O)c1cc(-c2ccccc2)nc2ccccc12
    -2, -20, 3, -1, -0.8, 1, 0.0, 14, -5.1
> O=C(Nc1ccccc1)c1cc(N2CCOCC2)nc2ccccc12
    0, -7, -2, 5, 1.6, 6, 0.6, 13, -1.1
> Cc1ccc(C(=O)NC(=O)CSc2ncccc2C(=O)O)cc1
    -1, 8, -4, -16, 1.5, 7, 0.6, 2, -0.1
> CCCCNC(=O)C(=O)N/N=C/c1cccc(Br)c1
    -4, -7, -2, 16, -3.8, 2, -0.4, 71*, 0.8
> CCO[C@@H]1OC(C(N)=O)=C[C@H](c2ccc3c(c2)OCO3)[C@H]1CCCO
    -6, 1, 1, -10, 1.2, 0, 0.8, 12, 0.0
> CCOC(=O)C(Cc1ccccc1)NC(=O)Cn1nnc(-c2ccc(SC)cc2)n1 (stereo not given)
    -1, 3, 13*, 10, 2.8, -1, 2.4, 58, -1.3
> Fc1ccc(C(c2nnnn2C2CCCC2)N2CCc3ccccc32)cc1 (stereo not given)
    -1, -3, 0, 8, -1.9, 5, -1.7, 5, -3.8
> O/N=C/c1cn(-c2ccccc2)nc1-c1ccc2c(c1)OCCO2
    -1, -7, -3, 12, -0.6, 9, 0.2, 31, -1.2
> CCCN1C(=O)/C(=C/c2ccc(N3CCCC3)c(C)c2)NC1=S
    0, -2, -1, 21, 85*, 4, 52*, 68, -0.2
> CN1N=C(C(=O)N2CCCC(C(=O)c3cccc(C(F)(F)F)c3)C2)CCC1=O (stereo not given)
    0, -4, 1, 10, 0.1, 3, 0.7, 4, 0.0
